High-throughput results from PubChem.
Jurkat autofluor: autofluorescence counter-screen for VLA-4 integrin assays. Jurkat cells, compound autofluorescence, flow cytometry; stronger effect = higher value; 1 = vehicle-only cell background. 0.61% of 24,000 active. fluorescence ratio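 (tested at 10 µM compound in the well)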;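 active = fluorescence ratio above 2.44, which is 1 plus 3 SD of all ratios; inconclusive = signal too bright to measure linearly, ratio around 10 or more; inactive = fluorescence ratio below 2.44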;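 note: green fluorescence of cells measured with 488 nm excitation and 530 nm emission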
VLA-4 antagonist: inhibitors of LDV-FITC ligand binding to Mn2+-activated human VLA-4 integrin; inhibition, % at 10 µM (by protocol); Jurkat cells, LDV-FITC binding with Mn2+, flow cytometry; 100% = Mn2+-driven binding gain fully reversed; 0.2% of 24,000 active;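 active = inhibition above 50%; inconclusive = compound itself fluorescent, judged against control cell fluorescence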;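 note: 0% = Mn2+ stimulated cells lacking compound and 100% = ligand binding without Mn2+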
Target sequence (P13612 whole entry, looked up): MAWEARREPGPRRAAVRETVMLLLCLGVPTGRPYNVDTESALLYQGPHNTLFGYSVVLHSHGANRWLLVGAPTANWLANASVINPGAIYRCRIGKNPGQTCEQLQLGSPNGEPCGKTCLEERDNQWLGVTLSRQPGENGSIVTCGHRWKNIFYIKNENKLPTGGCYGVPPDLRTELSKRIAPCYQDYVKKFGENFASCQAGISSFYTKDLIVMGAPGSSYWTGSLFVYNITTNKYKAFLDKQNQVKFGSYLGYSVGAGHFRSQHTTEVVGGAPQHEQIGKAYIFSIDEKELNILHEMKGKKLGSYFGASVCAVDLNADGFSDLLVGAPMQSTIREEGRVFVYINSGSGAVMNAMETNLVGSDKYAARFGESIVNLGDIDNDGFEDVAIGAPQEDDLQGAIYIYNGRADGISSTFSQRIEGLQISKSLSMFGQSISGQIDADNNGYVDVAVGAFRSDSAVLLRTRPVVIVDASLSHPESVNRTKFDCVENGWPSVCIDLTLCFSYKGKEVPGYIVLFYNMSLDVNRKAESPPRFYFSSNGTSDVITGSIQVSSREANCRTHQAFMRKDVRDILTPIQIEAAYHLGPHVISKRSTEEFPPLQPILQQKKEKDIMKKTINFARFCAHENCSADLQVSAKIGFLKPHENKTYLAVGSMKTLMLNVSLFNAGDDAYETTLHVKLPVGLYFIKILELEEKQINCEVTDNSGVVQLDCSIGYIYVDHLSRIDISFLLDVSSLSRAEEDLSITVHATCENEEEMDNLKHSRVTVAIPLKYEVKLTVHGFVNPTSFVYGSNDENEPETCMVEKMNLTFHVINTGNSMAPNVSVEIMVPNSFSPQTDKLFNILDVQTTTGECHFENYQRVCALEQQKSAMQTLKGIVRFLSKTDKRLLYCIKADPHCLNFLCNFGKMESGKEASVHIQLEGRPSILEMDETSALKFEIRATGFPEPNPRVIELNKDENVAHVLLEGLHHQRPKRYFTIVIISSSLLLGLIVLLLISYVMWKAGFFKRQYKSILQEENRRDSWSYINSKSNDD
Prostate diff: promotes differentiation of LNCaP prostate cells | flow cytometry side scatter, 4 d | side scatter shift, % at 10 µM | AID 795 | 0.56% of 24,000 active;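 active = side scatter shift above 30%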;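 note: androgen-responsive LNCaP prostate cancer cells in charcoal-stripped serum medium; percent of cells past a gate set so DMSO wells show 10% shift; higher shift means more granular cells and more differentiation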
VLA-4 allo ag: allosterically activates the human VLA-4 integrin; P13612; Jurkat cells, LDV-FITC binding, flow cytometry; activation, % at 10 µM (by protocol); 24,000 tested, under 10 active;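 active = fluorescent ligand binding to cells raised by more than 40% of the manganese-induced maximum; inconclusive = compound's own fluorescence above 85% of the ligand control signal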;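 note: 0% = ligand binding without compound and 100% = manganese-stimulated maximal binding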
* hit, by the source's call; ? = inconclusive; . = not tested or not shown.

Every second line gives: Jurkat autofluor, VLA-4 antagonist, Prostate diff, VLA-4 allo ag
CCC(Sc1nc2cc3c(cc2c(=O)n1Cc1ccco1)OCO3)C(=O)Nc1cccc(OC)c1 (configuration not stated)
    1, -2, 10, 2
Cn1c(SCc2ccccc2)nnc1C1CCCNC1 (configuration not stated)
    1, -10, 2, 1
CCOC(=O)N1CCC(NC(=O)Cn2nc(Cc3ccncc3)c3ccccc3c2=O)CC1
    1, 3, 12, 2
O=c1sc(N2CCN(c3ccccc3F)CC2)nc2ccsc12
    1.1, -19, 11, 2
CCOC(=O)C1CCCN(C(=O)c2ccc(CS(=O)(=O)Cc3ccccc3C)o2)C1 (configuration not stated)
    1.1, -16, 9, 0
Cc1ccc(C)c(OCC(=O)Nc2cc(C)on2)c1
    1.1, 6, 5, 2
CCOC(=O)N1CCC(NC(=O)Cc2cn(C)c3ccccc23)CC1
    0.99, 16, 8, -1
CCOc1cc(S(=O)(=O)Nc2ccccn2)ccc1F
    1.1, -20, 4, 5
COCCCNC(=O)CN1C(=O)CSc2ncccc21
    0.99, 24, 9, -2
Cc1ccc(OCCN2C(=O)CSC2=O)cc1
    1.1, 8, 2, -1
Cc1cc(C)c(S(=O)(=O)NCc2cn3c(C)csc3n2)c(C)c1
    1, 2, 4, 0
CCN1CCN(C(=O)Cn2c(=O)sc3ccccc32)CC1
    1, -9, 11, 2
Nc1nc(-c2ccccc2Br)cs1
    1.1, -14, 9, 2
Cc1[nH]nc2c1C(=O)CCC2
    1, -22, 9, 8
O=C(C1CCC(=O)N1Cc1ccccc1Cl)N1CCN(c2cccc(Cl)c2)CC1 (configuration not stated)
    1.1, 8, 10, -9
O=C(NC1CCCC1)C1C2C=CC3(CN(Cc4cccs4)C(=O)C13)O2 (configuration not stated)
    1, -3, 8, 2
O=C(CN1CCOc2ccccc21)NCc1ccc(Cl)cc1
    1.1, 7, 8, -10
C=CCn1cc(C(=O)NCCOC)c(=O)c2cc(S(=O)(=O)N(CC)CC)ccc21
    1, 15, 9, -1
OC(COc1c(F)cc(Br)cc1F)CN1CCN(c2ccc(F)cc2)CC1 (configuration not stated)
    0.79, -3, 24, 12
CN(Cc1ccccc1)c1ncnc2c1cnn2-c1ccccc1
    1, 12, 3, -4
CC(=O)c1ccc(NC(=O)CCn2c(=O)oc3ccccc32)cc1
    1.1, -18, 9, -4
O=C(CN1CCN(C2CCCCC2)CC1)Nc1ccccc1-c1ccccc1
    1.1, -10, 23, 0
CCN(CC)S(=O)(=O)c1ccc2oc(C(=O)N3CCOCC3)c(C)c2c1
    1, 4, 9, 0
COc1ccc(S(=O)(=O)N2CCC(C(=O)NCc3ccco3)CC2)cc1
    1.1, -15, 7, 10
Brc1ccc(-c2nnc3sc(CN4CCc5ccccc5C4)cn23)cc1
    0.97, 9, 2, 13
CCOC(=O)C1=C(C)N=c2s/c(=C\c3ccncc3)c(=O)n2C1c1ccc2c(c1)OCO2 (configuration not stated)
    2, ?, 35*, ?
O=C(O)c1cc(-c2ccccc2)n(-c2ccccc2C(=O)O)n1
    1.1, -25, 5, 3
COCCCNC(=O)c1oc2ccc(S(=O)(=O)N(C)C3CCCCC3)cc2c1C
    0.95, -1, 4, -3
COc1ccc(-c2nc(N3CCCC3)[nH]c(=O)c2C#N)cc1
    1.1, -28, 5, -1
COc1ccc2nc3oc(C(=O)N4CCN(c5cccc(Cl)c5)CC4)cc3cc2c1
    1.1, ?, 8, ?
Nc1nonc1-c1noc(CCCN2C(=O)c3ccccc3C2=O)n1
    1.1, -9, 13, 2
COc1cc2c(cc1OC)C(C(=O)O)C(c1cc(Br)c(O)c(OC)c1)N(C)C2=O (configuration not stated)
    1, ?, 11, ?
COc1ccc(-c2nc(CSCC(=O)N3CCN(c4cccc(C)c4)C(C)C3)c(C)o2)cc1OC (configuration not stated)
    1.1, -6, 6, -4
CCOc1ccc(CN2CCN(c3cc(C)nc4c5c(C)cc(C)nc5nn34)CC2)cc1
    1, 0, 9, 4
COC(=O)c1c(C)[nH]c(C)c1-c1ccccc1Cl
    1.3, ?, 17, ?
O=C(CN1CCN(Cc2ccc3c(c2)OCO3)CC1)Nc1ccc2c(c1)OCCO2
    1.1, 11, 14, -4
CSc1nnc(-c2cnccn2)n1C
    0.95, -6, 7, 2
CS(=O)(=O)C1=C(O)C(=O)N(c2ccccc2)C1c1ccccc1 (configuration not stated)
    0.91, -16, 5, 8
CCOC(=O)CN(C(=O)CSc1nnc(-c2ccncc2)n1CCCN(C)C)c1ccccc1
    1, -4, 6, 4
CC(=O)NC(C)c1nc2ccccc2n1C(C)C (configuration not stated)
    1.1, -1, 3, -1
CCC(=O)c1ccc(OCC(O)Cn2cnc3ccccc32)cc1 (configuration not stated)
    3.2*, ?, 14, ?
COCCN(CCOC)S(=O)(=O)c1ccc(C(=O)Nc2nc(C)c(C(C)=O)s2)cc1
    1.1, ?, 9, ?
COc1ccc(-c2nc(C)c(C(C)=O)n2O)cc1OC
    1.1, -18, 5, -2
Cc1cccc(OCCn2c(=O)n(C)c3ccccc32)c1
    0.92, ?, ., 6
O=C(CN1CCN(S(=O)(=O)c2ccc(Br)cc2)CC1)Nc1ccc(F)cc1F
    1.1, -6, 9, 4
CN(CCNC(=O)c1cc2c(=O)n(C)c3ccccc3c2n1C)Cc1ccccc1
    1.2, 20, 14, 0
C=CCOc1ccc(C2c3c(oc4ccccc4c3=O)C(=O)N2c2ccccn2)cc1OCC (configuration not stated)
    1.1, -13, 24, -3
COc1ccccc1C1N(c2ccc(Cl)cc2)C(=O)C2CCCN21 (configuration not stated)
    1.4, ?, 6, ?
Cc1oc(-c2cccs2)nc1CS(=O)CC(=O)NC1CCCCCC1 (configuration not stated)
    0.88, ?, 8, ?
O=C(NCC1CCCO1)c1ccc2c(=O)n(CCc3ccccc3)c(=O)[nH]c2c1 (configuration not stated)
    1.2, ?, 1, ?
Nc1nnc(Cc2ccc(Cl)cc2)s1
    1, -28, 8, 5
Cc1cccn2c(=O)c3cc(C(=O)NC4CCCCC4)c(=N)n(CCN4CCOCC4)c3nc12
    0.99, 13, 4, -2
CC(=O)c1nnn(-c2nc(N)nc(N(c3ccccc3)c3ccccc3)n2)c1C
    1.1, 8, 8, -8
Cc1ccc(C(c2sc3nc(C)nn3c2O)N2CC(C)OC(C)C2)cc1 (configuration not stated)
    0.97, -23, 6, 2
O=C(N1CCOCC1)C12CC3CC(C1)CC(C(=O)N1CCOCC1)(C3)C2
    0.8, -3, 16, 7
CCOc1cccc2c1OC1(C)CC2NC(=O)N1c1cccc(Cl)c1 (configuration not stated)
    1.1, ?, 2, ?
COc1ccc(Cn2c(=O)[nH]c3cc(C(=O)NCCCN4CCCC4)ccc3c2=O)cc1
    1, -9, 11, 1
COc1ccc(-n2ncc3c(N4CCCc5ccccc54)ncnc32)cc1
    0.97, 7, 10, -2
CCn1c(=N)n(CC(O)COc2cccc(C)c2)c2ccccc21 (configuration not stated)
    1, 4, 28, -2
COc1ccc(OC)c(CNC(=O)Cc2c(C(=O)O)[nH]c3ccccc23)c1
    1.1, -14, 3, 5

Later entries.
Every second line gives: Jurkat autofluor, VLA-4 antagonist, Prostate diff, VLA-4 allo ag
CC(C)N(C(=O)N1CCC(c2nc(-c3ccncc3)no2)CC1)C(C)C
    0.94, -8, 10, 3
CCOC(=O)C1=C(Cn2cnc3ccccc32)NC(=O)NC1c1cc(C)ccc1C (configuration not stated)
    1.1, 0, 9, -19
CNc1nc(C)nc(-c2ccccc2O)n1
    1, -12, 4, -3
CCSc1nc2c(c(=O)n(C)c(=O)n2C)n1Cc1ccc(Cl)cc1
    1.1, 15, 19, -2
CC1CCC(NC(=O)c2cc3c(s2)CS(=O)(=O)C3)CC1 (configuration not stated)
    1, -11, 15, -8
Cc1cc(C)nc(Sc2ccc3nnc(C(F)(F)C(F)(F)C(F)(F)F)n3n2)n1
    1, -7, 6, 0
O=C(O)CCC(=O)N1CCc2cc(S(=O)(=O)N3CCC(Cc4ccccc4)CC3)ccc21
    1.1, 3, 7, 3
Cc1ccc(NC(=O)CSc2nnc(CCCCCNC(=O)OC(C)(C)C)o2)c(C)c1
    1, -6, 3, -1
O=C(NC1CC1)c1ccc(S(=O)(=O)NCC2CCCCC2)cc1
    1, 3, 24, 4
CCCCN(CCCNC(=O)CN1C(=O)COc2ccccc21)c1ccccc1
    1.1, 9, 1, -11
CCn1c(C(=O)NCc2cccnc2)cc2sc(Cl)cc21
    1.2, 20, 10, -16
CC1CCC(NC(=O)CN2CCCN(Cc3ccc(F)cc3Cl)C2=O)CC1 (configuration not stated)
    1.1, 7, 4, -5
CC(=O)Nn1c(C)nnc1-n1nc(C)cc1C
    1.2, -26, 0, -16
CSc1nnc2c(n1)OC(c1ccc(C(=O)O)cc1)N(C(C)=O)c1ccccc1-2 (configuration not stated)
    1, -18, 6, -1
CCOC(=O)C1CCN(C(C(=O)NC2CCCCC2)c2ccc(OC)cc2)CC1 (configuration not stated)
    1.1, -10, 5, 3
COC(=O)CSc1nnc(-c2ccncc2)o1
    1.1, -9, 8, -7
Cc1cccc(-n2c(=O)[nH]c3c(C(N)=O)nc(C(C)C)nc32)c1
    1.3, ?, 7, ?
O=C1CN(CC(=O)N2CCCCC2)c2ccccc2O1
    0.6, ?, 2, ?
CCOc1ccc(-c2nnc3ccc(SCC(=O)NCc4ccco4)nn23)cc1
    1.1, -22, 11, 7
COc1cc(C(=O)NCc2nnc(SCC(=O)N3CCC(C)CC3)o2)cc(OC)c1OC
    1.1, -4, 4, 1
CCN1CCN(C(=O)c2cc3c(=O)n(C)c4ccccc4c3n2C)CC1
    1.1, -4, 6, 2
CCn1c2ccccc2c2nnc(SCc3ccccc3)nc21
    1.2, 36, 5, -12
CCC(C(=O)NCCN1CCN(C)CC1)n1c(C)c2cnn(-c3ccccc3)c(=O)c2c1C (configuration not stated)
    1.6, ?, 2, ?
COc1ccc(-n2c(Cc3cccn3C)nnc2SCC(=O)Nc2cccc(C)c2C)cc1
    1, 12, 5, -4
CCOC(=O)c1[nH]c(CSc2nnc(-c3ccc(OC)cc3)o2)c(C(=O)OCC)c1C
    1.2, -14, 17, 7
O=c1c2cc(N3CCOCC3)ccc2[nH]c(=S)n1CCCN1CCCC1
    0.93, -16, 6, 4
COc1ccc(-c2cc(C(=O)Nc3c(C)nn(Cc4ccccc4Cl)c3C)no2)cc1
    0.96, -10, 6, 0
Cc1cccc(CSC2=NCCN2C(=O)C2CC2)c1
    1.1, ?, 10, ?
COc1ccc(OC)c(CNC(=O)C2CCN(S(=O)(=O)N3CCCC3)CC2)c1
    0.98, -29, 7, -1
O=C(O)CCNC(=O)c1ccccc1
    1, -20, 2, -2
COc1ccc2nc(SCC(=O)Nc3ccc4c(c3)OCCO4)[nH]c2c1
    1.1, ?, 2, ?
Cc1ccc(-c2cc(C(=O)N3CCCC3)no2)cc1
    1.1, -11, 20, 4
COC(=O)c1sccc1NC(=O)c1ccncc1
    0.99, -14, 6, 10
COC(=O)CCN1CCC(C(N)=O)CC1
    1, -22, 2, 5
O=C1NC(=O)C2(CCC(C(=O)O)C2)N1 (configuration not stated)
    1, -12, 3, 4
Cc1c(NC(=O)c2coc(=O)c(Br)c2)c(=O)n(-c2ccccc2)n1C
    1.5, -31, 16, 16
Cc1ccc(CS(=O)(=O)CCC(=O)NCCCOC(C)C)cc1
    1, -10, 4, 3
O=C(O)c1cc(=O)c2c(OCC(O)COc3cccc4oc(C(=O)O)cc(=O)c34)cccc2o1
    0.98, -13, 4, -2
O=S1(=O)CC(N2CCCCC2)C(N2CCCCC2)C1 (configuration not stated)
    0.99, 2, 14, 0
CC(=O)N(C(C)=O)c1c(C#N)c(C)n(-c2ccccc2)c1C(=O)c1ccccc1
    1, -12, 20, 2
CC(=O)Cc1nsc(NC(=O)C2Cc3ccccc3C(=O)O2)n1 (configuration not stated)
    1, -25, 7, -2
Cc1ccc(-n2c(Cc3cccn3C)nnc2SCC(=O)NC2CCCCC2)cc1
    1.1, -32, 9, -4
O=C(O)C1C2C=CC(C2)C1C(=O)NCc1ccoc1 (configuration not stated)
    1, 23, 7, 4
O=C(C1CC(=O)N(C2CCCC2)C1)N1CCC(Cc2ccccc2)CC1 (configuration not stated)
    1, 16, 8, -3
COc1ccc(Cn2nnc3c(=O)[nH]c(C(=O)NCCc4ccc(F)cc4)nc32)cc1OC
    1.1, -30, 12, -8
O=C(CSc1nnc(CNC(=O)c2cccs2)o1)NC1CCCCC1
    0.96, 7, 8, 1
CCOC(=O)c1cc2c(=O)n3ccccc3nc2n(CCCOC)c1=NC(=O)c1cccnc1
    1.1, 10, ., 0

In the list so far, two contain a cyano group:
Every second line gives: Jurkat autofluor, VLA-4 antagonist, Prostate diff, VLA-4 allo ag
COc1ccc(-c2nc(N3CCCC3)[nH]c(=O)c2C#N)cc1
    1.1, -28, 5, -1
CC(=O)N(C(C)=O)c1c(C#N)c(C)n(-c2ccccc2)c1C(=O)c1ccccc1
    1, -12, 20, 2

An excerpt; rates above refer to the full screens.
